Screening results from PubChem.
ADAM17 inh – ADAM17 inhibitors, primary screen, biochemical, QFRET; recombinant ADAM17, EDANS/DABCYL FRET peptide cleavage; inhibition, % at 6.95 µM; 0.83% of 370,000 active; AID 720648, 2013;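 active = inhibition above the mean of compounds lying between control limits plus 3 SD, set per campaign, cut at about 8.5% in these data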;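 also: 0% = DMSO-only wells as the low control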
Target sequence (P78536 215-824 limits assumed): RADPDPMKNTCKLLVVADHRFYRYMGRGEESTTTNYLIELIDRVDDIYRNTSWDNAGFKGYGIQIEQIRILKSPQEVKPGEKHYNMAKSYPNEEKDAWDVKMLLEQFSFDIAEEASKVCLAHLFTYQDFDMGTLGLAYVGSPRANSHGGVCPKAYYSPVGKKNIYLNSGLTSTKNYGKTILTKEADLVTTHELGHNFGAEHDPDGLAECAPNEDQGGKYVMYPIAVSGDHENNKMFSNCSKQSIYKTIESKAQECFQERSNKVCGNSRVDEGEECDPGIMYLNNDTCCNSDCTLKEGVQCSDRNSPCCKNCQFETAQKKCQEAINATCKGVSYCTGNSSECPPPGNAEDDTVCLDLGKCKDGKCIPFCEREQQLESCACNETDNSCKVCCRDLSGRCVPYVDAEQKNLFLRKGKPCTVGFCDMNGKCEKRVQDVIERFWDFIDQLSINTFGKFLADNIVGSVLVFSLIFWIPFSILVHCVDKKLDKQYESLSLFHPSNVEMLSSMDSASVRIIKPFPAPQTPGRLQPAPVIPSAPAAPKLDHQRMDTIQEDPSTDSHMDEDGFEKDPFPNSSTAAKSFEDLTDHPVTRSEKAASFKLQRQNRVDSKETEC
ADAM10 inh – human ADAM10 inhibitors, primary screen, biochemical, QFRET, HTS | AID 720582, 2013 | recombinant ADAM10, EDANS/DABCYL FRET peptide cleavage, 3 h | Disintegrin and metalloproteinase domain-containing protein 10 (Homo sapiens), O14672 | inhibition, % at 7 µM | 0.62% of 370,000 active;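 active = inhibition above a per-campaign cutoff equal to the mean of compounds falling between control-based bounds plus 3 SD, cut at about 20% in these data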;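 also: 0% = DMSO wells while the 100% control is not disclosed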
Target sequence (O14672 214-748 limits assumed): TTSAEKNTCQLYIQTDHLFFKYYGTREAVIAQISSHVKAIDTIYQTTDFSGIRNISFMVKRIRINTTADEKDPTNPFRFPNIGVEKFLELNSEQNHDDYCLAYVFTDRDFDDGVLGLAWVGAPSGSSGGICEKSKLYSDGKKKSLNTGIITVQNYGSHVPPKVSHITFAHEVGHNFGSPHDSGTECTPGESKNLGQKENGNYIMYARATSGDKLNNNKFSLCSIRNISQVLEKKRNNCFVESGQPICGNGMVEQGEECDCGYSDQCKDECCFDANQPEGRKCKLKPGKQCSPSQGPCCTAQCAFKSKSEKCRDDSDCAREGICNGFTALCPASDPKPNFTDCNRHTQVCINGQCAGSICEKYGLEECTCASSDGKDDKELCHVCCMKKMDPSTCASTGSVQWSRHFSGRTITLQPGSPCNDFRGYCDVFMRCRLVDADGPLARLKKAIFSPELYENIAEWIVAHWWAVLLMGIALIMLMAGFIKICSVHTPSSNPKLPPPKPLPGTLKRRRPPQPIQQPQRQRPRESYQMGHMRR
GC-A act – GC-A stimulated cGMP production enhancers – HEK293 GC-A cells, cGMP TR-FRET, EC30 ANP, primary screen; Atrial natriuretic peptide receptor 1 (Homo sapiens), P16066; 0% at EC30 ANP, 100% saturating ANP; activation, % at 10 µM; 0.14% of 370,000 active; AID 1671463, 2021; in the data active = activation above about 40%
DAX1 inh-1 – DAX1 (NR0B1) inhibitors on StAR promoter, primary screen, cell-based, luminescence, SF-1 (NR5A1), full-length DAX-1 | HEK293T StAR-luciferase reporter, SF-1/DAX-1 repression relief | AID 652010, 2013 | inhibition, % at 6.8 µM | 1.1% of 370,000 active;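 active = inhibition above the mean over all tested compounds plus 3 SD, cut at about 3.6% in these data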;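 also: 0% = DAX-1 cells with DMSO and 100% = cells lacking DAX-1 with DMSO; higher inhibition means more luminescence from relief of DAX-1 repression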
SMARCA2 activ – SMARCA2 (BRM) function activators, primary screen, cell-based, luminescence, high throughput; MG213 cells, MMTV-luciferase reporter, dexamethasone, overnight; activation, % at 9.1 µM; 1% of 370,000 active; AID 652017, 2013; in the data active = activation above about 7.8%;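 also: 0% = vehicle wells and 100% = reference activator wells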
hcDAF-12 act – H. contortus DAF-12 nuclear receptor activators, primary screen, cell-based, luminescence, HEK293, lit1-tk-luc reporter. AID 652067, 2013. activation, % at 6.8 µM. 1.4% of 370,000 active. HEK293 hcDAF-12 lit1-tk-luc reporter; 0% DMSO, 100% Δ7-dafachronic acid;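 active = activation above the mean of all tested compounds plus 3 SD, cut at about 5.5% in these data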;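 also: 100% = response to 3 µM Δ7-dafachronic acid high control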
DAX1 inh-2 – DAX1 (NR0B1) inhibitors, primary screen, cell-based, HEK293, Gal4-DAX1, luciferase luminescence; Nuclear receptor subfamily 0 group B member 1 (Homo sapiens), P51843; AID 504766, 2011; inhibition, % at 6.75 µM; HEK293 Gal4-DAX1 luciferase reporter; 0.99% of 340,000 active;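 active = inhibition above the mean over all tested compounds plus 3 SD, cut at about 4.2% in these data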;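 also: 0% = DAX1-transfected cells with DMSO and 100% = empty-vector control cells with DMSO; inhibition shows as a rise in luminescence from relieved DAX1 repression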
GAA850 FXN act – FXN promoter activators, primary screen, cell-based, luciferase luminescence, HEK293 lucGAA850 | activation, % at 6 µM | AID 540364, 2011 | HEK293 lucGAA850 FXN promoter luciferase reporter, 24 h; percent of 10 µM SAHA response | 0.56% of 360,000 active;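 active = activation above the average of all compounds screened plus 3 SD, cutoff fixed separately per campaign, cut at about 7.5% in these data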;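 also: 0% = DMSO wells and 100% = 10 µM SAHA wells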
PG9 Ab binder – binders of HIV-1 gp120 antibody PG9, primary screen, biochemical, TR-FRET | TR-FRET gp120-PG9 antibody binding | inhibition, % at 6.7 µM | 0.43% of 360,000 active | AID 624416, 2012; in the data active = inhibition above about 8.5%
ssDAF-12 act – S. stercoralis DAF-12 nuclear receptor activators, primary screen, cell-based, luminescence, HEK293, GRIP1 co-expression, lit1-tk-luc. Nuclear hormone receptor DAF-12 (Strongyloides stercoralis). HEK293 ssDAF-12/GRIP1 lit1-tk-luc reporter; % of 3 µM dafachronic acid response. activation, % at 6.8 µM. 1% of 370,000 active;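 active = activation above the mean over all tested compounds plus 3 SD, cut at about 0.9% in these data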;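 also: 0% = DMSO-only wells and 100% = 3 µM delta7-dafachronic acid wells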
hgDAF-12 ag – H. glycines DAF-12 receptor agonists, primary screen, cell-based, luminescence, HEK293, GAL4 fusion, UAS-luciferase | AID 687014, 2013 | 1.8% of 370,000 active | activation, % at 6.8 µM | HEK293 GAL4-hgDAF12 UAS-luciferase reporter, agonist luminescence; normalized to butyrate control;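 active = activation above a cutoff set at the mean of all screened compounds plus 3 SD, cut at about 10% in these data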;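 also: 0% = DMSO wells and 100% = sodium butyrate wells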
* marks the source's active call; other numbers are inactive results; i = inactive; · = no result given.

structure,ADAM17 inh,ADAM10 inh,GC-A act,DAX1 inh-1,SMARCA2 activ,hcDAF-12 act,DAX1 inh-2,GAA850 FXN act,PG9 Ab binder,ssDAF-12 act,hgDAF-12 ag
CNC[C@H]1Oc2c(NS(=O)(=O)c3ccccc3)cccc2C(=O)N([C@H](C)CO)C[C@@H]1C,-4.5,3.8,-0.6,0.2,-0.2,-1.7,0.1,0.9,-0.2,-1.1,-0.3
Cc1nn2c(C)c(C(=O)Nc3ccccc3)cnc2c1-c1ccccc1,0.8,12.9,-2.4,-0.7,2.9,-1.8,-1.1,-2.0,-0.4,-1.8,1.1
CCn1cc(C2C3=C(CC(C)(C)CC3=O)N(c3ccc(C)cc3)C3=C2C(=O)CC(C)(C)C3)c(C)n1,-5.9,-14.3,-0.2,0.5,2.6,-0.2,-0.3,0.5,-0.3,-1.0,1.2
COC(=O)[C@]12C[C@H](CC(=O)NCc3ccc(OC)c(OC)c3)C(=O)N(CCC3=CCCCC3)C1=C[C@H](C1CCCC1)O[C@@H]2C,3.5,15.9,-6.6,-1.3,-2.6,-0.5,·,·,·,-1.5,-4.2
Cc1cc(=O)oc2cc3c(cc12)OCCO3,-220.0,i,-2.4,-0.8,1.2,-0.5,0.9,1.6,2.6,-1.1,-0.6
Cc1nc(C(=O)Nc2ccc(Cl)cc2)sc1C1(C)CC(c2ccccc2)=NO1 (stereo not drawn),-0.6,-5.1,3.8,-1.0,-0.8,-3.1,-1.0,-0.3,-3.0,-1.7,1.5
CC12COC3(P(=O)(c4ccccc4)c4ccccc4)CC1CCC23CP(=O)(c1ccccc1)c1ccccc1 (stereo not drawn),1.3,3.5,-13.8,-0.8,-4.8,-4.1,-0.5,-8.2,0.2,-1.3,-1.7
O=C(O)c1ccc(N/N=C/c2cccc3nccnc23)cc1,-5.4,-0.9,-4.9,1.1,3.4,0.7,2.1,4.1,-18.8,-0.9,5.2
COCCn1c(C)cc(C(=O)COC(=O)c2ccc(N3CCCC3=O)cc2)c1C,0.1,2.6,-0.2,0.1,2.8,-1.5,3.9,-1.4,0.6,-1.0,-3.0
CCCCN(C(=O)c1cnccn1)c1c(N)n(CCC)c(=O)[nH]c1=O,-1.1,-2.5,-0.9,-0.3,1.2,1.3,0.9,1.5,-1.0,-1.2,0.3
COC(=O)[C@]1(CC(C)C)NC=C(C(=O)c2ccccc2)[C@@H]1c1cccs1,-2.0,-6.2,0.7,0.2,-0.7,-1.1,·,·,-1.2,-1.1,0.9
COc1ccccc1-c1cc(C(=O)Nc2cc(C)nn2-c2ccccc2)no1,-3.7,-0.8,-3.9,-1.6,0.6,-0.3,0.3,-6.8,1.0,-2.2,-0.7
CSc1ccc(/C=N/NC(=O)C[n+]2ccccc2)cc1,-3.9,0.4,2.0,0.1,-0.1,0.9,0.8,0.9,-1.3,-1.0,-2.8
Cc1ccc(C(=O)N/C(=C/c2ccco2)C(=O)N2CCCCCC2)cc1,-2.0,-2.4,-0.3,-0.1,-1.6,-1.8,-0.3,0.0,-1.5,-1.0,-1.7
Cc1ccc(S(=O)(=O)c2nnn3c2nc(N2CCC(C(N)=O)CC2)c2ccccc23)cc1C,-0.7,3.7,3.2,-1.8,-1.0,-1.7,-0.1,-0.8,-1.7,-1.1,-1.1
O=C(NC1=NC2CCCCC2N1)c1ccccc1 (stereo not drawn),-5.3,-3.1,4.7,3.8*,6.3,1.6,1.4,0.2,-1.4,0.3,8.2
COCCn1c(C)nc2oc3ccc(Br)cc3c(=O)c2c1=O,-3.5,-8.5,3.2,-1.0,-3.2,0.2,1.1,1.9,-0.8,-1.3,-0.1
Nn1cnnc1N/N=C/c1ccc(F)cc1,0.8,3.4,-4.9,-1.5,-3.0,-2.0,-1.9,-0.7,-1.8,-2.1,-11.6
Cc1cc(C(F)(F)F)n(-c2nc(C(=O)NNS(=O)(=O)c3ccccc3[N+](=O)[O-])cs2)n1,-2.8,0.5,1.7,-0.2,1.5,-2.7,-0.3,0.9,-1.1,-0.8,-2.4
O=C(OCc1ccc2c(c1)OCO2)c1ccc(S(=O)(=O)N2CCCCC2)cc1,-3.5,-0.7,8.6,0.0,-1.5,-0.2,-0.6,-1.1,-2.1,-1.4,-1.0
CN1CCN(C(=O)C2=C[C@@H](c3ccc(C(F)(F)F)cc3)C[C@@H](OCc3ccc(CO)cc3)O2)CC1,-2.9,-0.9,2.0,-0.8,-0.5,-0.6,-0.9,2.2,-0.7,-1.4,-1.8
COc1ccc(NC(=O)Cn2c(=O)n(-c3ccc(OC)cc3OC)c(=O)c3c(C)c(C)sc32)cc1,3.3,9.3,3.2,-1.6,-4.3,-2.0,2.1,-3.6,1.2,-1.1,0.5
CC(C)=CC(=O)OCc1csc(CC(=O)Nc2ccccc2C)n1,-2.8,-9.9,2.9,-0.8,-1.1,-2.0,-0.4,-1.4,-1.9,-1.2,-1.1
Cc1ccc(-c2nnc(SCC(=O)Nc3cccc(C(=O)N4CCOCC4)c3)n2C)cc1,-1.1,-6.0,2.2,0.5,3.8,-1.4,-0.8,-0.9,-1.3,-1.2,-0.8
CC(CC(=O)N1CCN(c2ccccc2)CC1)c1ccccc1 (stereo not drawn),-1.8,-2.8,2.9,-0.4,-1.1,-0.8,0.4,3.0,-0.4,-1.8,-0.7
COC(=O)[C@]12C[C@H](CC(=O)N3CCC(c4ccccc4)CC3)C(=O)N(Cc3ccccc3)C1=C[C@H](C(C)C)O[C@@H]2C1CC1,2.7,4.6,-1.6,-0.2,-7.1,0.5,·,·,1.8,-1.1,0.9
Cc1ccc([N+](=O)[O-])cc1NC(=S)NCCc1ccccc1,0.9,14.4,1.7,-3.5,2.2,-1.2,0.0,1.0,-1.8,-0.9,1.4
CC(C)CC(c1nnnn1CC1CCCO1)N1CCN(c2cccc(Cl)c2)CC1 (stereo not drawn),-4.2,1.5,-4.1,0.8,0.7,-1.0,0.4,-1.5,-1.2,-0.4,-0.3
CCOc1cc(/C=N/NC(=O)c2ccncc2)ccc1OC(=O)c1ccco1,-1.9,-13.3,0.2,-2.1,1.0,1.3,1.1,-2.7,0.3,-1.6,0.7
COc1ccccc1S(=O)(=O)Cc1ccc(C(=O)NCc2ccccc2)o1,-2.1,0.4,4.0,-0.4,-3.9,-1.3,0.5,0.7,0.4,-1.1,-2.2
O=C(C1CCN(S(=O)(=O)N2CCOCC2)CC1)N1CCN(c2ccccc2F)CC1,-0.4,-3.9,·,-0.1,-2.6,-0.8,2.1,-1.7,-1.0,-0.8,-4.5
CCOc1cc(C(=O)NC(C)CC)cc(OCC)c1OCC (stereo not drawn),-3.9,-1.0,0.3,-0.3,0.3,-1.0,0.6,-0.6,-1.5,-1.1,0.1
CS(=O)(=O)N(C(=O)NC(=O)NC12CC3CC(CC(C3)C1)C2)C1CCCCC1,0.2,3.6,2.8,-0.5,-1.3,-0.9,0.6,2.0,-0.6,-1.9,-1.8
O=C(c1cccc(Oc2ccccc2)c1)N1CCN(c2ccccn2)CC1,-1.3,3.2,-1.7,0.1,2.8,-0.9,-0.1,0.2,0.5,-0.9,-1.0
CC(C)c1ccc(N=C2NN=C(c3cccs3)CS2)cc1,-2.4,-5.5,4.9,3.2,3.3,2.2,7.2*,5.4,0.9,-0.1,5.9
Cc1cccc(C)c1OCC(O)Cn1c2ccccc2c2ccccc21 (stereo not drawn),12.2*,20.4*,-18.1,-0.2,-2.6,-1.5,-0.2,-1.8,0.7,-1.7,0.5
CCCSc1ccc([C@@H]2[C@H]3C(=O)N(CC)C(=O)[C@H]3[C@]3(C(=O)OC)CCCN23)cc1,13.3*,9.8,3.9,0.1,-1.5,-0.8,0.4,1.6,-1.0,-1.4,-1.3
O=C(COC(=O)CCCSc1nc2ccccc2[nH]1)Nc1ccc(Cl)cc1,1.2,0.8,1.2,0.1,-3.8,4.1,-0.4,2.3,-0.3,0.0,-3.4
CC(C)CCN1CCN(Cc2ccsc2)CC1CCO (stereo not drawn),-0.9,-3.7,7.8,0.1,-3.2,-0.9,1.7,-1.2,-0.7,-0.4,0.3
COc1ccc(/C=N/NC(=O)c2ccncc2)cc1CSc1nc2ccccc2s1,7.9,18.6,-2.2,-1.0,-5.3,0.3,-1.4,0.9,-3.6,-1.4,1.0

Shown with two lines to a compound: part of the list above.
Order of values: ADAM17 inh, ADAM10 inh, GC-A act, DAX1 inh-1, SMARCA2 activ, hcDAF-12 act, DAX1 inh-2, GAA850 FXN act, PG9 Ab binder, ssDAF-12 act, hgDAF-12 ag
> COc1ccc(/C=N/NC(=O)c2ccncc2)cc1CSc1nc2ccccc2s1
    7.9, 18.6, -2.2, -1.0, -5.3, 0.3, -1.4, 0.9, -3.6, -1.4, 1.0
> COC(=O)[C@]12C[C@H](CC(=O)N3CCC(c4ccccc4)CC3)C(=O)N(Cc3ccccc3)C1=C[C@H](C(C)C)O[C@@H]2C1CC1
    2.7, 4.6, -1.6, -0.2, -7.1, 0.5, ·, ·, 1.8, -1.1, 0.9

Further structures
structure,ADAM17 inh,ADAM10 inh,GC-A act,DAX1 inh-1,SMARCA2 activ,hcDAF-12 act,DAX1 inh-2,GAA850 FXN act,PG9 Ab binder,ssDAF-12 act,hgDAF-12 ag
O=C(Cn1c(=O)n(-c2cccc(C(F)(F)F)c2)c(=O)c2sccc21)NCC1CCCO1 (stereo not drawn),-4.2,-7.4,1.6,0.0,0.6,3.1,-0.2,-1.1,-0.8,-1.2,-1.5
COc1ccccc1CNC(=O)[C@@H]1CCCN1C(=O)C1CCN(S(=O)(=O)c2ccc(C)cc2)CC1,-2.9,-2.1,1.2,-1.2,-4.9,-0.9,-0.6,-2.8,1.8,-1.7,-2.7
NS(=O)(=O)c1ccc(Cc2ncc(C(F)(F)F)cc2Cl)s1,1.3,-0.6,3.8,-0.5,1.2,-1.1,-0.4,0.6,-2.2,-1.4,-0.3
c1ccc(COc2ccc(OCCOCCn3cncn3)cc2)cc1,-5.6,2.0,1.8,1.8,3.1,3.0,0.1,3.4,0.0,-0.1,8.2
O=C(Cn1[nH]c(=O)c2ccccc2c1=O)NCC1COc2ccccc2O1 (stereo not drawn),-2.0,-10.8,-2.8,0.2,-4.2,-1.6,-0.2,0.5,-0.6,-1.2,-1.6
CC(C)(C)OC(=O)N1CCCC(C(=O)Nc2cccc(C(=O)NCCc3ccccc3)c2)C1 (stereo not drawn),-1.7,4.5,-0.7,1.1,2.6,0.1,-1.4,2.2,-1.4,-0.4,7.7
COC(=O)c1ccc(NC(=O)c2cn(-c3cccc(C)n3)cn2)cc1,-1.3,-1.4,-1.7,0.3,2.1,-1.3,0.8,-0.5,-1.7,-1.6,-2.3
